KCNQ2 block: KCNQ2 channel blockers in CHO-K1 cells – cell-based, FluxOR thallium flux, B-score, primary screen (AID 2156) | actives 1.1% (n = 310,000) | 20 min; hits give low values | B-score at 10 µM | O88943;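 active means fluorescence ratio B-score at most minus 3 library SDs, with starting brightness B-score within 2 library SDs, cut at about -5.5 in these data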
Target sequence (O88943 whole entry, looked up): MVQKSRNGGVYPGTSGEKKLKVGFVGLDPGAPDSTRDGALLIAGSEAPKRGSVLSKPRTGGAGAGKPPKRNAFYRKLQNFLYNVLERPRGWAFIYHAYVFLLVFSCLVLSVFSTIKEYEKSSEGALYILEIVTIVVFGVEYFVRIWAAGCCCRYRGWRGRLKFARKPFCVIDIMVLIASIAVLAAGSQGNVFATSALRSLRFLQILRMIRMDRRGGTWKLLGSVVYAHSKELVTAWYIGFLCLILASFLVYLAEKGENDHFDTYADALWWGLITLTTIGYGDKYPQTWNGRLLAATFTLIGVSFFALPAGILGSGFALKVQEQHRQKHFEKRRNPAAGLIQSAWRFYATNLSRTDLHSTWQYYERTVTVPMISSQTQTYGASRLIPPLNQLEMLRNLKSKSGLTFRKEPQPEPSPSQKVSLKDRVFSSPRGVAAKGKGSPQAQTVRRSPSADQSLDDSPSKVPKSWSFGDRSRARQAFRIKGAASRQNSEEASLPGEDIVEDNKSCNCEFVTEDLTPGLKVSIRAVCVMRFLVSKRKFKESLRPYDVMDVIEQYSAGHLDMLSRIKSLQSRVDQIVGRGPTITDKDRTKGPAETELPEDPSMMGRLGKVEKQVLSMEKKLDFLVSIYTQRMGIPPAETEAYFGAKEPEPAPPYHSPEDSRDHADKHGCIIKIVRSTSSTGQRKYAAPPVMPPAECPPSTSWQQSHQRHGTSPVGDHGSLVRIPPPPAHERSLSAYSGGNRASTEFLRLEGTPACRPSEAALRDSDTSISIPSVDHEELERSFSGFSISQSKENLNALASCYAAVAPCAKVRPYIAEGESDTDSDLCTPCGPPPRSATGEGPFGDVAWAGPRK
Kir21 block: inhibitors of mouse Kir2.1 inward-rectifier potassium channel. P35561. HEK293-Kir2.1, FluxOR thallium flux fluorescence; hits give low values. B-score at 10 µM. actives 0.85% (n = 310,000). AID 1672;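 active means fluorescence ratio B-score at or below minus 3 SD of library scores, with starting-brightness B-score within 2 SD, cut at about -4.2 in these data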;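 further: channel flux triggered by added potassium and thallium sulfate stimulus; B-score of peak minus minimum fluorescence over baseline after thallium stimulus; more negative B-score means stronger Kir2.1 block with less thallium influx; some compounds called inactive have numbers as strong as hits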
* marks the source's active call; other numbers are inactive results; i = inactive.

SMILES	KCNQ2 block	Kir21 block
CCC(C)NC(=O)CN(c1ccc(OC)cc1)S(=O)(=O)c1ccccc1 (stereo not given)	i	-0.03
Cc1ccc(NC2=C(N3CCCCC3)C(=O)c3ccccc3C2=O)cc1	i	-0.01
COc1cc(NC(=S)N2CCN(S(=O)(=O)c3ccccc3)CC2)cc(OC)c1	i	0.74
CCOC(=O)c1ccc(Nc2nc(C(=O)OCC)nc3ccccc23)cc1	i	3.18
Cc1cc(C)c(OCCN2CCOCC2)c(Cl)c1	i	-0.26
CCN(CC)c1ccc2c(O)cc(=O)oc2c1	i	0.07
C=CCOC(=O)CC(NC(=O)c1ccccc1)c1ccccc1 (stereo not given)	i	-0.63
COc1ccc2cnn(-c3ccccc3)c(=O)c2c1OC	i	0.85
CCCn1nc(NC(=O)C2CCCO2)c2cc3cccc(C)c3nc21 (stereo not given)	i	0.15
CC1CCCCC12NC(=O)N(CC(=O)Nc1ccc(S(=O)(=O)N3CCOCC3)cc1)C2=O (stereo not given)	i	-0.08
COc1ccccc1CCNC(=O)c1csc2c1CCCC2	i	-0.12
C=C(C)c1ccccc1NC(=O)CCN1C(=O)c2ccccc2S1(=O)=O	i	0.03
O=C(CN1CCN(Cc2ccccc2F)C1=O)NCC1CCCO1 (stereo not given)	i	-0.04
O=C(c1cc2ccccc2o1)N1CCN(S(=O)(=O)/C=C/c2ccccc2)CC1	i	0.07
O=C(Nc1nc(-c2ccccc2)c(-c2ccccc2)o1)c1ccc(F)cc1	i	0.07
COc1ccc(OC)c(CNS(=O)(=O)c2cn(C)cn2)c1	i	-1.14
CCOC(=O)Cn1cnc2c(nnn2-c2ccc(F)cc2)c1=O	i	-1.31
Cc1ccc(C)c(OCc2cc(C(=O)N3CCN(c4ccccc4C)CC3C)no2)c1 (stereo not given)	i	0.05
O=C(c1nc2ccc(Cl)cn2c1CNCCn1ccnc1)N1CCCCCCC1	i	0.1
CCOC(=O)C1C(=O)NC(c2ccccc2)=NC1c1ccc(F)cc1 (stereo not given)	i	-0.72
O=[N+]([O-])c1cccnc1Sc1ccc(Cl)cc1	i	0.46
O=C(C1=C[C@@H](c2ccc3c(c2)OCO3)C[C@@H](OCCCCO)O1)N1CCOCC1	i	2.03
COc1ccc(-c2ccc(C(=S)N3CCN(C(C)=O)CC3)o2)cc1	i	0
Cc1cc(OCC(=O)N(C(C)C)C(C)C)cc(C)c1Br	i	0.01

Four of the compounds above, as labelled records:
Compound: O=C(Nc1nc(-c2ccccc2)c(-c2ccccc2)o1)c1ccc(F)cc1
  KCNQ2 block: i	Kir21 block: 0.07

Compound: COc1ccc(OC)c(CNS(=O)(=O)c2cn(C)cn2)c1
  KCNQ2 block: i	Kir21 block: -1.14

Compound: CCOC(=O)Cn1cnc2c(nnn2-c2ccc(F)cc2)c1=O
  KCNQ2 block: i	Kir21 block: -1.31

Compound: Cc1ccc(C)c(OCc2cc(C(=O)N3CCN(c4ccccc4C)CC3C)no2)c1 (stereo not given)
  KCNQ2 block: i	Kir21 block: 0.05

Following part.
SMILES	KCNQ2 block	Kir21 block
COc1ccccc1/C=C/C(=O)N1CCOCC1	i	-0.68
COc1ccc([N+](=O)[O-])c(S(=O)(=O)c2ccccc2)n1	-7.49*	-3.74
COc1ccc(N/C=C2\C(=O)CCc3c2oc2cc(Cl)c(O)c(Cl)c32)cc1	i	-0.28
Cc1cc(NO)c(C(C)C)cc1N=O	i	-0.49
CCn1c(=NC(=O)CSC(C)=O)sc2cc(OC)ccc21	i	0.17
COc1cccc(CNCc2ccc(OC)cc2OC)c1	i	-1.88
O=C(CC1C(=O)NCCN1C(=O)Nc1ccccc1)Nc1cccc(Cl)c1 (stereo not given)	i	1
C#Cc1ccc(CN2CCN(Cc3ccsc3)C(CCO)C2)cc1 (stereo not given)	i	-0.97
CCOc1ccc(NC2OC(C)C(O)C(O)C2O)c([N+](=O)[O-])c1 (stereo not given)	i	-0.13
O=C(N/N=C/c1ccc(N2CCOCC2)cc1)c1ccccc1NS(=O)(=O)c1cccs1	i	-0.81
CN(C)c1ccc(/C=C(\NC(=O)c2ccccc2)C(=O)N/N=C/c2ccc(C(=O)O)cc2)cc1	i	-1.27
COc1ccc2cc(C(=O)NCc3ccccc3)[nH]c2c1	i	-0.01
O=C(NS(=O)(=O)Nc1ccc(Br)cn1)c1c[nH]c2ccccc12	i	1.17
O=S(=O)(Nc1nc2ccccc2nc1NCC1CCCO1)c1cccs1 (stereo not given)	i	0.75
O=C(NCc1ccco1)c1cc2cc(Br)ccc2o1	i	-1.37
CCOc1ccc(C2=CSC3=NCCN23)cc1[N+](=O)[O-]	i	0.02
CCc1nc(C)cn1S(=O)(=O)c1cc(Br)c(C)cc1OC	i	-12*
O=C(Nc1nccs1)c1ccc(S(=O)(=O)N2CCOCC2)cc1	i	-3.27
Cc1ccccc1C(=O)NC1CCN(C(=O)Nc2ccccc2Cl)CC1	i	-1.59
O=c1[nH]c2ccccc2n1CCCOc1ccccc1	i	1.44
Cc1oc2c(cc(NS(=O)(=O)c3ccc(Cl)cc3)c3ccccc32)c1C(=O)O	i	1.12
Cc1c(C(=O)NCCC2=CCCCC2)sc2ncnc(N3CCCCC3C)c12 (stereo not given)	i	1.64
CN1C/C(=C/c2ccncc2)C(=O)/C(=C/c2ccncc2)C1	i	0.06
CN=c1scc(C)n1/N=C/c1ccc(O)c(O)c1O	i	0.88
CCCc1cc2c(cc1NC(=O)c1ccco1)OCO2	i	0.32
Cc1cccc(N2CCN(C(=O)COCc3cc(-c4ccc5c(c4)OCO5)on3)CC2)c1C	i	-0.06
CCCn1c(=O)[nH]c(=O)c2[nH]cnc21	i	-0.23
CCC(=O)NC(c1ccccc1)c1c(OC(C)=O)ccc2ccccc12 (stereo not given)	i	0.97
C/C(=N\NC(=O)c1nnn(-c2nonc2N)c1CN1CCC(C)CC1)c1cccc(Br)c1	-5.74*	-1.04
CCN1CCN(Cc2c(OC)ccc3ccccc23)CC1	i	-0.68
Cc1cccc(NC(=O)c2cc3ccccc3c(=O)o2)n1	i	0.26
Cc1ccc(OCC(=O)Nc2ccc(S(=O)(=O)N(C)C3CCN(C)CC3)cc2)c(C)c1	i	-1.55
O=c1[nH]c(N2CCOCC2)nc2ncn(Cc3ccccc3)c12	i	-1.36
CCN(CC)C(=S)SCC(=O)c1ccc(Br)cc1	i	-0.32
COc1ccc(OC)c(C2C(C(=O)c3cccs3)=C(O)C(=O)N2c2cc(C)on2)c1 (stereo not given)	i	0.49
O=C(OCc1cccc([N+](=O)[O-])c1)c1ccncc1	i	0.02
CCOc1ccc(C(=O)COc2ccc(NC(C)=O)cc2)cc1	i	-0.72
COc1ccc(NC2CC(=O)NC2=O)cc1 (stereo not given)	i	1.25
COc1ccc2c(c1)cc(C)c1nnc(SCC(=O)N(C)c3nc(-c4ccccc4)cs3)n12	i	-1.28
COc1cc(S(=O)(=O)N2CCN(c3ccc(F)cc3)CC2)ccc1Cl	i	-0.15
CC(C(=O)N1CCc2ccccc21)n1cccc1 (stereo not given)	i	0.75
COC(=O)c1ccc(COc2cc(C)ccc2C)o1	i	2.75
Cc1ccccc1NC(=O)C1CCC(C)(C(=O)O)C1(C)C (stereo not given)	i	-6.55
COCC(=O)Nc1ccccc1C(=O)NC(C)C	i	-0.62
CCCCNc1c(N)n(CCC)c(=O)[nH]c1=O	i	-1
Cc1oc2cc(Br)c(O)c(Br)c2c1-c1ccccc1	i	0.11
CCc1nc(N)nc2c1C(=O)CC(C)(C)C2	i	1.68
Clc1cnc(N/N=C/c2ccco2)c(Cl)c1	i	0.6
Cc1cc(NC(=O)CSc2nc3c([nH]c4ccccc43)c(=O)n2-c2cccc(C(F)(F)F)c2)no1	i	-0.67
CCOCCCNC(=O)C(c1ccccc1)N(Cc1ccc2c(c1)OCO2)C(=O)CNC(C)=O (stereo not given)	i	0.59
COc1ccccc1-c1cc(-c2ccccc2)nc(SCC(=O)O)c1C#N	i	0.05
COc1ccc(C2/C=C\CN(C(=O)C3CCCC3)CC(=O)N2Cc2ccc(F)cc2)cc1 (stereo not given)	i	0.02
Cc1cc(C(=O)N/N=C/C=C/c2ccccc2)c(C)o1	i	-1.47
COc1ccc(OC)c(C(c2c(O)nc(SC)[nH]c2=O)c2c(O)nc(SC)[nH]c2=O)c1	i	0.5
Cc1cccn2c(=O)c3cc(C(=O)NC4CCCCC4)c(=N)n(Cc4ccccc4)c3nc12	i	1.13
Cc1ccc(C(=O)NCC(=O)Nc2cccc(S(=O)(=O)NC3=NCCCCC3)c2)cc1C	i	-0.79
O=C(NCc1ccco1)c1ccc(-c2csnn2)cc1	i	0.38
COCCNC(=S)N(CCc1c(C)[nH]c2ccccc12)Cc1ccco1	i	-4.66*
CCN(CC)c1ccc(/C=C/c2cccc[n+]2C)c(OC)c1	i	-12.6
COc1cc2c(C)nc3c(cnn3-c3ccccc3)c2cc1OC	i	-1.36
Next section:
SMILES	KCNQ2 block	Kir21 block
Cc1[nH]n(C(N)=S)c(=O)c1N=Nc1ccc2ccccc2c1	i	1.84
O=C(NCCS(=O)(=O)N1CCN(c2ccc(F)cc2)CC1)C1CC(=O)N(c2ccccc2)C1 (stereo not given)	i	-0.6
CCS(=O)(=O)c1ccc2c(c1)N(S(C)(=O)=O)CC(C(=O)NCCOC)O2 (stereo not given)	i	-0.59
COC(=O)CSc1cc(C)nc(SC)n1	i	0.58
CCN1CCN(CC(O)COc2cccc(OC)c2)CC1 (stereo not given)	i	0.19
O=C(Nc1ccc2snnc2c1)N1CCCCC1	i	-0.01
CC(=O)Nc1ccc(C(=O)Nc2cccc(S(=O)(=O)NC3=NCCC3)c2)cc1	i	-0.82
COc1cc(C2CC(=O)c3cnc(N)nc3C2)cc(OC)c1OC (stereo not given)	i	-1.95
O=C(Cn1nc(-c2cccc(Cl)c2)ccc1=O)Nc1cccnc1	i	0.62
N#CCC(=O)N/N=C/c1cc(-c2ccccc2)n(-c2ccc(Cl)cc2)c1-c1ccccc1	i	0.47
O=C(NCCOc1ccccc1)C1CCCN1C(=O)c1cccs1 (stereo not given)	i	-0.71
Cc1cc2c(N)cccc2nn1	i	-0.62

Reprinted from the part before: 3 entries, then new ones.
SMILES	KCNQ2 block	Kir21 block
N#CCC(=O)N/N=C/c1cc(-c2ccccc2)n(-c2ccc(Cl)cc2)c1-c1ccccc1	i	0.47
O=C(NCCOc1ccccc1)C1CCCN1C(=O)c1cccs1 (stereo not given)	i	-0.71
Cc1cc2c(N)cccc2nn1	i	-0.62
COc1ccc(Cl)cc1S(=O)(=O)n1c([N+](=O)[O-])cnc1C	i	-1.07
CCOc1cc(NC(=O)c2cnccn2)c(OCC)cc1NC(=O)c1cccc(F)c1	i	0.91
O=C(NCCCn1ccnc1)c1ccc(Cl)cc1[N+](=O)[O-]	i	-1.49
CCOC(=O)N1CCN(S(=O)(=O)c2ccc(F)c(C(=O)Nc3ccc(C(C)C)cc3)c2)CC1	i	-1.21
O=S(=O)(NC1c2cccc3cccc(c23)C1Sc1ncccn1)c1ccc(Cl)cc1 (stereo not given)	-6.31*	0.8
CCn1c2ccccc2c2cc(NC(=O)C(=O)N3CCOCC3)ccc21	i	-0.01
COc1cccc(-c2cc(C(F)(F)F)n3nc(C(=O)N4CCCCC4c4cccnc4)cc3n2)c1 (stereo not given)	i	-0.74
Cc1cc(Nc2cccc(Cl)c2)c2ccccc2n1	i	-0.4
CCOC(=O)Cc1nn(Cc2ccc(Cl)cc2)c(=O)c2ccccc12	i	0.81
COc1ccc(N2CCc3c(C)nc4c(OC)cc(OC)cc4c32)c(OC)c1	i	-3.02
Cc1c(Cl)c([N+](=O)[O-])nn1CCCC(=O)Nc1sc2c(c1C(N)=O)CCC(C)C2 (stereo not given)	i	2.62
Cc1ccc(C(C(=O)NC2CCCCC2)N(C(=O)CCCC(=O)Nc2ccccn2)c2ccc3c(c2)OCCO3)cc1 (stereo not given)	i	-0.69

Single records, from the list above. Values in the order: KCNQ2 block | Kir21 block
Results for CCOC(=O)N1CCN(S(=O)(=O)c2ccc(F)c(C(=O)Nc3ccc(C(C)C)cc3)c2)CC1 : i | -1.21
Results for CCOC(=O)Cc1nn(Cc2ccc(Cl)cc2)c(=O)c2ccccc12 : i | 0.81
Results for COc1ccc(Cl)cc1S(=O)(=O)n1c([N+](=O)[O-])cnc1C : i | -1.07
Results for COc1ccc(N2CCc3c(C)nc4c(OC)cc(OC)cc4c32)c(OC)c1 : i | -3.02
Results for O=S(=O)(NC1c2cccc3cccc(c23)C1Sc1ncccn1)c1ccc(Cl)cc1 (stereo not given) : -6.31* | 0.8

(next part)
SMILES	KCNQ2 block	Kir21 block
O=C(NCc1ccccc1)c1nc2ccccc2s1	i	1.56
Cc1ccc(C(=O)N2CCCC(c3nc4c(nnn4Cc4ccccc4)c(=O)[nH]3)C2)cc1 (stereo not given)	i	-0.94
Cc1ccc(O)c(NC(=S)NC(=O)c2ccc(-c3ccc(Cl)cc3)o2)c1	i	-0.55
CCOC(=O)C1CCCN(C(=O)CCc2ccccc2)C1 (stereo not given)	i	-0.85
CN1C(=O)CC(=O)N(C)c2cc(S(=O)(=O)N(C)Cc3ccccc3)ccc21	i	-0.35
COC(=O)CCCC1=CC2=CC(=O)C(C)(OC(=O)c3cccs3)C(=O)C2=CN1CCCCO (stereo not given)	i	0.52
O=C(CCCOc1ccccc1)NCCc1nc2ccccc2[nH]1	i	-2.24
COC(=O)c1ccc(-c2n[nH]c(=O)c3ccccc23)cc1	i	-0.12
CCOc1cccc(-c2cc(-c3n[nH]c(=S)n3CC)c3ccccc3n2)c1	i	0.19
Cc1ccccc1Nc1nc(N)nc(COC(=O)C2CCCCC2)n1	i	-2.54
CCCCN(Cc1ccccc1)C(=O)C1CCCN(S(=O)(=O)c2cnc[nH]2)C1 (stereo not given)	i	-1.4
Cc1ccc(C2(C(=O)N3CCC(n4nc(-c5ccccc5)oc4=O)CC3)CC2)cc1	i	0.14
O=C(Cc1ccccc1)NCC(=O)N1CCCC1	i	0.91

Compound activity (PubChem BioAssay)
